# Screening data from PubChem.
# Eya2 inh: qHTS Assay for Inhibitors of the Phosphatase Activity of Eya2; AID 488837, 2010; Potency, µM (highest dose often 76.9 µM), inactives show top-dose activity, negative = inhibition, most hits filed as inhibitors; recombinant Eya2, OMFP fluorescence dephosphorylation (OMFP is methylfluorescein phosphate); Protein phosphatase EYA2 (Homo sapiens), O00167; hit rate 0.006% among 330,000; also: potency is read from the fitted curve at half-maximal effect; % is scaled to controls: 0 for no effect and ±100 for the full control effect
#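 Eya2 (0.2 uM) preincubated 10 min at ambient with compound, then OMFP substrate added at 50 uM; 10 min reaction in 50 mM HEPES pH 7.5, 50 mM NaCl, 5 uM MgCl2, 0.05% BSA, 1 mM DTT. Fluorescence read at Ex 485/Em 525 nm.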
# Tb PFK inh: qHTS Assay to Find Inhibitors of T. brucei phosphofructokinase. hit rate 0.17% among 330,000. ATP-dependent 6-phosphofructokinase (Trypanosoma brucei brucei), O15648. T. brucei PFK, ADP-Glo luminescence. Potency, µM (highest dose often 57.5 µM), without a hit: top-dose activity, negative = inhibition, actives largely listed as inhibitors;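 also: potency is read from the fitted curve at half-maximal effect; 0% = uninhibited 1x PFK enzyme wells and -100% = no-enzyme wells; nearly all actives have a fitted effect of over 60% in size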
# Target sequence (O15648 whole entry, looked up): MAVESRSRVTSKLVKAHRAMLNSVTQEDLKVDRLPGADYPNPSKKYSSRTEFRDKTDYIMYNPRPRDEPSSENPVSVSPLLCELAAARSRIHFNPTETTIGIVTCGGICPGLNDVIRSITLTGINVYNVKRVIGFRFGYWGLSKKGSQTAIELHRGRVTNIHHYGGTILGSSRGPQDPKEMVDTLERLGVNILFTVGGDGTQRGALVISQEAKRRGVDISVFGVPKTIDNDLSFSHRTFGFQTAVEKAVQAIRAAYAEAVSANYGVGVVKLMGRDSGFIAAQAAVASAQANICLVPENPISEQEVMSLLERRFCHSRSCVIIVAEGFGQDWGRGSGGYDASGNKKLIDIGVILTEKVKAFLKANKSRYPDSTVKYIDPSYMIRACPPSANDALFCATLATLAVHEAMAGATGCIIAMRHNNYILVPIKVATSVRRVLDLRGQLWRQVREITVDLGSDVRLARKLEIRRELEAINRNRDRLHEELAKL
#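 Compounds were pin-transferred as a titration series up to 57 uM into substrate buffer (0.5 mM F6P, 0.1 mM ATP, pH 8.0), then 1.25 nM PFK was added and reactions ran 45 min before ADP-Glo detection.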
# TSHR antagonist: Antagonists of the Thyroid Stimulating Hormone Receptor: HTS campaign | hit rate 0.2% among 330,000 | activity change, negative = inhibition, % at 11.5 µM | TSHR-expressing cells, TSH-stimulated cAMP HTRF, 2 h; active compounds read low | Thyrotropin receptor (Homo sapiens), P16473 | AID 504810, 2011;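 active = activity change below a set negative limit, meaning inhibition stronger than a set level, cut at about -70% in these data; inconclusive = activity change between two set negative limits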; also: % is scaled to controls: 0 for no effect and ±100 for the full control effect
#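 Freshly harvested TSHR cells receive pin-tooled compound, then EC80 TSH at 4nM final. After 2 hours at 37 deg C, antibody in lysis buffer and cAMP-d2 are added; 30 minutes at ambient temperature precede the HTRF read.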
# B2AR arrestin: qHTS assay of beta-arrestin-biased ligands of beta2-adrenergic receptor. beta-arrestin recruitment to beta2AR, cell-based reporter. Potency, µM (top dose mostly 46.1 µM), without a hit: at the highest dose activation, usual class: activators. hit rate 0.02% among 330,000. AID 492947, 2010;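 also: potency is read from the fitted curve at half-maximal effect; 0% = DMSO controls and full agonism = EC100 isoproterenol or metaproterenol; nearly all actives have a fitted effect of over 65% in size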
# USP2a block: qHTS Assay for Inhibitors of Ubiquitin-specific Protease USP2a Using CHOP2 as the Reporter. Ubiquitin carboxyl-terminal hydrolase 2 (Homo sapiens), O75604. USP2 core, Ub-CHOP2 coupled fluorogenic reporter, 485/531. Potency, µM (titrated, usually from 38.3 µM), for the others: at the highest dose activity change, negative = inhibition, actives largely listed as inhibitors. hit rate 0.01% among 330,000. AID 463254, 2010;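 also: potency is read from the fitted curve at half-maximal effect; plate controls were DMSO wells for no effect and full inhibition by NEM control for full effect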
#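 Cell-free coupled assay: 10nM USP2 core preincubated 30min RT with compound in Tris-HCl pH 8.0/CaCl2/CHAPS buffer, then 25nM Ub-CHOP2 and 25nM reporter substrate; fluorescence (Ex 485/Em 531) read after 60min RT, normalized to NEM inhibition, concentration-response curves fitted.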
# ELG1 DNA repair: qHTS screen for small molecules that inhibit ELG1-dependent DNA repair in human embryonic kidney (HEK293T) cells expressing luciferase-tagged ELG1; HEK293T ELG1-luciferase reporter, luminescence, 16 h; DNA damage induced by 5-fluorouridine; Potency, µM (highest dose often 46.1 µM), for inactives: top-dose activity change, negative = inhibition, usual class: inhibitors; hit rate 2.3% among 330,000; AID 504467, 2011; also: potency is read from the fitted curve at half-maximal effect; % is scaled to controls: 0 for no effect and ±100 for the full control effect; nearly all actives have a fitted effect of over 55% in size
#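 Cells (2,000 per well) received 5-fluorouridine plus test compound or DMSO and were incubated 16 hr at 37 °C, 5% CO2. Luciferase activity was read by luminescence 30 min after ONE-Glo addition; signal suppression marked inhibition of damage-induced ELG1 function.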
# Mito fusion act: qHTS Assay for Small Molecule Inhibitors of Mitochondrial Division or Activators of Mitochondrial Fusion; S. cerevisiae fusion-defective mutant growth rescue, CellTiterGlo 48 h; Potency, µM (highest dose often 46.1 µM), for inactives: top-dose growth rescue (activation), hits mostly activators; hit rate 0.23% among 320,000;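 also: potency is read from the fitted curve at half-maximal effect; % of control where 0% means no effect; nearly all actives have a fitted effect of over 45% in size; temperature-sensitive fusion mutants such as fzo1-1 at 37 °C on non-fermentable ethanol glycerol medium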
#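 Read-out: ATP-based luminescence (CellTiterGlo, 10 min ambient) reporting growth of fusion-defective ts yeast after 48 hours at 37C on glycerol/ethanol YPEG medium in the presence of compound.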
# uPA surface inh: qHTS for Inhibitors of Cell Surface uPA Generation; Potency, µM (titrated, usually from 38.3 µM), inactives show at the highest dose activity change, negative = inhibition, most hits filed as inhibitors; cell surface uPA generation assay, qHTS; hit rate 0.31% among 330,000; active = well fitted inhibition curve with a large enough effect; inconclusive = small, poorly fitted or top-dose-only effect; inactive = no such curve, though single readings can be large or run the other way; tested in mouse RAW 264.7 cells; also: potency is read from the fitted curve at half-maximal effect; % is scaled to controls: 0 for no effect and ±100 for the full control effect; nearly all actives have a fitted effect of over 55% in size
# PTAP TSG101 blk: qHTS Assay for Iinhibitors of HIV-1 Budding by Blocking the Interaction of PTAP/TSG101 | Tumor susceptibility gene 101 protein (Homo sapiens), Q99816 | Fluorescence polarization, FITC-PTAP peptide / Tsg101 binding | Potency, µM (highest dose often 115 µM), for the others: top-dose activity change, negative = inhibition, most hits filed as inhibitors | 340,000 tested, under 10 active; active = well fitted inhibition curve with a large enough effect in the main read-out, with a control signal flat, not every such curve was filed as active; inconclusive = small, poorly fitted or top-dose-only effect, or effect the other way, or a change in a side signal; inactive = no such curve, though single readings can be large or run the other way; also: potency is read from the fitted curve at half-maximal effect; % of control where 0% means no effect
# Target sequence (Q99816 whole entry, looked up): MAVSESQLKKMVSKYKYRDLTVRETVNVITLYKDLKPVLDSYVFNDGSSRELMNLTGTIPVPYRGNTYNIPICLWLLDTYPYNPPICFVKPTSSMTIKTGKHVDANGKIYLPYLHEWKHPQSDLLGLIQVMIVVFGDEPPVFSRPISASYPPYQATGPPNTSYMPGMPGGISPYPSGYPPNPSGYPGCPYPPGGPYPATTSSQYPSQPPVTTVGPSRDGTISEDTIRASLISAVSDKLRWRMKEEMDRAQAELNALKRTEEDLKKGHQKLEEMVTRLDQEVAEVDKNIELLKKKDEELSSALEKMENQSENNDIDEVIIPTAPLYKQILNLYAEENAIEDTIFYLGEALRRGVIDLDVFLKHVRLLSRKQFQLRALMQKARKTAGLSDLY
#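 Compounds were pin-transferred onto Tsg101 binding domain (10 uM final) in HEPES pH 7.5 buffer, then FITC-PTAP peptide was added at 50 nM final. After 20 min at RT, polarization reported peptide displacement across a qHTS concentration series.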
# TCR activator: Activators of T cell receptors: qHTS campaign; primary human leukocytes, anti-CD3, IL-2 HTRF, 48 h; Potency, µM (top dose mostly 9.22 µM), for the others: at the highest dose activation of IL-2 secretion, usual class: activators; 330,000 tested, under 10 active; AID 504894, 2011; also: % of control where 0% means no effect
#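 TCR engagement came from a-CD3 beads alone, with compounds added to primary human leukocytes for 48 hr. Secreted IL-2 bridged europium cryptate- and d2-labelled anti-IL-2 antibodies, giving FRET emission at 665nm after 320nm excitation.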
# Chronic BCR inh: qHTS Assay to Find Inhibitors of Chronic Active B-Cell Receptor Signaling; ABC-DLBCL IkBa-CBG/CBR reporter, luminescence ratio, 4 h; Potency, µM (series often up to 46.1 µM), for the others: top-dose ratio change, negative = lower green/red ratio, hits mostly inhibitors; AID 493014, 2011; hit rate 0.05% among 340,000; active = well fitted inhibition curve with a large enough effect in the signal ratio, with a control signal flat, not every such curve was filed as active; inconclusive = small, poorly fitted or top-dose-only effect, or effect the other way, or a change in a side signal; the % refers to the signal ratio;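 also: potency is read from the fitted curve at half-maximal effect; plate controls were basal doxycycline-induced cells for no effect and cells given 10 µM MG132 for full effect; MG132 reads +100%, hits lower the ratio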
#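 Cell line TMD8 (human ABC DLBCL), stably expressing tet-inducible CBG68-IkBa fusion and CBR; IMDM/0.5% FBS; cpd up to 46 uM; dox induction, 4 h, 37C/5% CO2; dual luminescence; green/red ratio; MG132 control.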
# Numbers without * were called inactive; ? = inconclusive; · = no result given; [ ] = another dose, or the depositor's remark. Unless noted, calls follow the shape of the dose curve; as a rule, active = well fitted curve in the direction sought with a large enough effect; inconclusive = small, poorly fitted or top-dose-only effect, or another doubt; inactive = no such curve, though single readings can be large; an effect the other way counts as inactive or inconclusive.
SMILES,Eya2 inh,Tb PFK inh,TSHR antagonist,B2AR arrestin,USP2a block,ELG1 DNA repair,Mito fusion act,uPA surface inh,PTAP TSG101 blk,TCR activator,Chronic BCR inh
Cc1ccccc1CN(C)CC(=O)NC(C)CCc1ccccc1 (configuration not stated),-18%,-1%,-3,-0.1%,3%,-19%,-6%,3%,0%,-3%,-10%
O=C(C1CC1)N1CCc2cc(Br)cc(S(=O)(=O)NCc3ccccn3)c21,-4%,0%,5,-0.1%,2%,0%,-1%,-5%,-6%,4%,-9%
COc1cc(/C=N/NC(=O)c2ccc(N3CCCC3=O)cc2)ccc1O,-23%,-1%,-3,4.3%,3%,?,5%,-8%,-1%,-4%,?
COc1ccc(Nc2cccccc2=O)cc1,-10%,-1%,-13,0.4%,1%,?,1%,-3%,-2%,3%,-9%
CC(=O)c1c(N2CCN(Cc3ccc4c(c3)OCO4)CC2)nc(=S)n(-c2ccccc2)c1C,-28%,0%,6,-0.2%,-1%,8%,-13%,-5%,-11%,-3%,1%
COc1ccccc1C(=O)N/C(N)=N/c1nc2ccccc2o1,28%,1%,3,-0.9%,3%,?,2%,5%,-2%,2%,-4%
CCN(CC(=O)Nc1ccc(OC)cc1)C(=O)c1ccc(N2C(=O)CCC2=O)cc1,6%,-3%,1,-1.9%,1%,0%,-3%,5%,-2%,13%,5%
CSc1nc2nc3c(c(=O)n2[nH]1)CCCC3,2%,-1%,-12,0.0%,1%,?,1%,3%,-8%,0%,2%
COc1ccc(S(=O)(=O)N2CCCOC2CNC(=O)C(=O)NCCCN2CCOCC2)cc1C (configuration not stated),8%,0%,1,-0.2%,0%,15%,2%,-4%,-1%,-5%,-11%
Cc1ccc(S(=O)(=O)NCCC(=O)N2CCCCCCC2)cc1C,-13%,-2%,2,0.4%,0%,-8%,3%,1%,1%,-3%,0%
CCOc1ccc(NC(=O)Cn2ncc3ccccc32)cc1,-20%,0%,-4,0.3%,2%,?,1%,10%,1%,3%,0%
CCOc1ccc(C(CC(=O)O)NC(=O)c2sc3ccccc3c2Cl)cc1 (configuration not stated),-7%,0%,23,0.0%,8%,4%,2%,10%,-5%,-2%[46.1 µM],-12%
CCN1CCN(S(=O)(=O)c2ccc(Cl)c(C(=O)NC3CC3)c2)CC1,8%,-3%,28,-0.5%,1%,?,-6%,5%,-1%,4%,?
COc1ccccc1CNC(=O)[C@@H]1CCCN1C(=O)C1CCN(S(=O)(=O)c2ccc(C)cc2)CC1,-8%,1%,22,0.5%,-1%,0%,5%,-3%,0%,2%,3%
CCN(CC)C(=O)c1ccc(COc2ccccc2Cl)cc1,-1%,5%,8,3.3%,6%,-2%,3%,3%,-2%,2%,6%
Cc1cccc(N(CC(O)CON=C2c3ccccc3-c3ccccc32)S(C)(=O)=O)c1 (configuration not stated),-2%,2%,-2,0.1%,-1%,?,25%,-1%,-3%,·,-29%
Cc1ccc(S(=O)(=O)NCC(c2ccc3c(c2)OCO3)N2CCOCC2)cc1 (configuration not stated),-25%,6%,7,0.8%,3%,8%,-3%,0%,-6%,-4%,-4%
NC(=O)COc1ccc2c3c(c(=O)oc2c1)CCCCC3,20%,26%,13,-0.3%,1%,-5%,5%,·,-3%,6%,-11%
CCN(CC)S(=O)(=O)c1cccc(C(=O)OCC(=O)NCc2ccccc2OC)c1,4%,-5%,-3,-0.2%,2%,3%,-5%,-1%,-6%,-3%,?
CC(=O)N1CCN(C(=O)c2ccc(S(=O)(=O)Nc3cccc(C(F)(F)F)c3)cc2)CC1,10%,-1%,-3,-0.6%,4%,-9%,-7%,4%,0%,4%,-3%
COc1ccc(Cl)cc1S(=O)(=O)N1CCC(C(=O)NC2CCCC2)CC1,20%,-14%,55,-0.3%,-1%,7%,1%,1%,1%,11%,-7%
Cc1ccc(NC(=O)COC(=O)/C=C/c2ccco2)cc1S(=O)(=O)N(C)C,-5%,-2%,2,0.1%,0%,1%,-8%,-2%,0%,-4%[46.1 µM],-4%
Cc1ccccc1N=C1SC(CC(=O)Nc2ccc3ccccc3c2)C(=O)N1Cc1ccccn1 (configuration not stated),0%,0%,8,7.0%,-17%,?,12%,-6%,-3%,7%,?
COc1cccc(NC(=O)c2cc([N+](=O)[O-])ccc2N2CCN(C)CC2)c1,7%,1%,30,-0.2%,2%,5%,-2%,0%,-1%,5%,2%
CCOC(=O)C(C)(C)C(=O)C(C)(C)C(O)c1ccccn1 (configuration not stated),7%[15.4 µM],-3%,-6,-0.9%,3%,0%,-3%,·,-7%,·,5%
# Continuation:
SMILES,Eya2 inh,Tb PFK inh,TSHR antagonist,B2AR arrestin,USP2a block,ELG1 DNA repair,Mito fusion act,uPA surface inh,PTAP TSG101 blk,TCR activator,Chronic BCR inh
CCN1CCN(C(=O)c2ccc(CS(=O)(=O)Cc3ccccc3F)o2)CC1,-8%,1%,5,-0.2%,-4%,8%,-2%,·,-3%,1%,?
CCCCCCn1cnc2c(oc3nc4c(cc32)CCCC4)c1=O,-15%,0%,0,0.6%,-1%,?,0%,-9%,-1%,0%[46.1 µM],-1%
Cn1c(CN2CCOCC2)c(C#N)c2ccccc21,-7%,0%,5,-1.3%,7%,9%,-6%,·,-6%,9%,-3%
CCOC(=O)N1CCC(n2c(SCC(=O)Nc3nccs3)nc3ccsc3c2=O)CC1,-19%,10%,-10,0.0%,-2%,?,3%,·,0%,·,-8%
CC1C=CCC2C(=O)N(c3ccc(Cl)cc3O)C(=O)C12 (configuration not stated),1%,-4%,8,-0.7%,1%,-4%,0%,0%,-4%,-3%[46.1 µM],3%
Cc1ccccc1CSc1nnc(C)c(=O)n1N,11%,-2%,3,-0.5%,0%,18%,6%,-1%,-5%,·,-1%
O=C(CSc1cn(CCNC(=O)c2cccs2)c2ccccc12)NC1CCCC1,2%,-2%,-6,-0.2%,2%,?,2%,0%,-3%,9%,7%
CC(=O)c1cc(CN2CCN(Cc3ccccc3)C(CCO)C2)cs1 (configuration not stated),13%,-1%,-3,0.0%,7%,-5%,-5%,0%,2%,4%,?
Cn1nccc1C(=O)Nn1cnnc1,6%,0%,2,-0.8%,0%,1%,2%,8%,0%,2%,4%
Cc1nnc(N2C(=O)c3cccc4c([N+](=O)[O-])ccc(c34)C2=O)s1,9%,-5%,?,-0.1%,3%,?,-11%,10µM*,-3%,·,4%
COc1ccc(CC(=O)O/N=C(\N)c2ccncc2)cc1,2%,2%,-10,0.7%,5%,1%,-4%,0%,0%,-2%,?
COc1ccc(OC)c(-c2csc(NC(=O)C3=COCCO3)n2)c1,7%,0%,-19,0.0%,-1%,1%,-2%,-5%,0%,-1%,-19%
CC(=O)N/N=C(\C)c1ccc2c(c1)OCCO2,10%,-5%,3,0.5%,3%,?,19%,-2%,0%,7%,-1%
CC(=O)N(Cc1ccc(F)cc1)C1=C(NCc2ccccc2)C(=O)c2ccccc2C1=O,14%,0%,12,0.1%,0%,21µM*,-2%,-12%,-8%,-4%,?
O=C(CCC1CCCN(c2ncccn2)C1)N1CCN(c2ccccn2)CC1 (configuration not stated),-10%,1%,-7,-0.6%,1%,4%,3%,-6%,1%,-6%,6%
CCOC(=O)COc1ccc2c(c1)c(C(C)=O)c(C)n2-c1ccccc1,-11%,0%,-7,0.1%,1%,-6%,-6%,-4%,0%,10%,2%
CC(C)=CCCC(C)CN1CCC(N2CCC(C(=O)NC(C)C)CC2)CC1 (configuration not stated),6%,5%,-10,-1.6%,0%,-10%,-8%,?,-8%,2%,-10%
COc1ccccc1NC(=O)Cn1ncc2c1-c1ccccc1OC2,-7%,-3%,5,-0.2%,3%,2%,5%,-16%,-1%,-1%,?
